Pf Dd2 inh = qHTS Primary assay for Inhibitors of Plasmodium falciparum Dd2 growth in vitro | P. falciparum Dd2 growth, SYBR Green, 72 h | AID 1347417, 2020 | Potency, µM (series often up to 28.9 µM), for inactives: top-dose activity, negative = inhibition, most hits filed as inhibitors | 120,000 tested, 4.3% active; active means well fitted inhibition curve with a large enough effect; inconclusive means small, poorly fitted or top-dose-only effect; inactive means no such curve, though single readings can be large or run the other way;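 further: plate controls were DMSO vehicle for no effect and reference drug for full effect; nearly all actives have a fitted effect of over 65% in size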
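Infected erythrocytes (Dd2, 0.3% parasitemia, 2.5% hematocrit final) are added to compound in RPMI-1640/Albumax II medium, grown 72 h at 37C in low oxygen, then lysed with saponin/Triton-X containing SYBR Green and read by fluorescence.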
An asterisk follows results filed as active; i = inactive; ? = inconclusive; & = joins results of further samples; [ ] = dose if it differs, or a comment. Potency means the concentration at half of the fitted maximal effect. Not all compounds are listed. The share of hits here may be higher or lower than overall.

Sample of the layout (2 entries):
Compound,Pf Dd2 inh
O=C(Cc1cccc(Cl)c1)N1CCc2c(n(CCOc3ccccc3)n(-c3ccccc3)c2=O)C1,?
CCCCN(C)C(=O)C1CCCN(c2ncnc3onc(C)c23)C1 (stereo not drawn),-13%

This part in full, from the first entry:
Compound,Pf Dd2 inh
O=C(Cc1cccc(Cl)c1)N1CCc2c(n(CCOc3ccccc3)n(-c3ccccc3)c2=O)C1,?
CCCCN(C)C(=O)C1CCCN(c2ncnc3onc(C)c23)C1 (stereo not drawn),-13%
OC[C@@H]1CN(C2CCCCC2)C[C@H]1c1nc(-c2ccncc2)no1,-37%
COc1ccc(CC(=O)NCc2nc3cccnc3n2Cc2ccc(C)cc2)cc1,15%
COc1cccc(N2CC(C(=O)N3CCCC3)NC2=O)c1 (stereo not drawn),6%[44.1 µM]
Cc1nc2sccn2c(=O)c1S(=O)(=O)Nc1cc(C(F)(F)F)ccc1Cl,-3%
CCCn1cc2c3c(cccc31)CN(C(=O)c1ccccc1F)CC2,i
COc1cc(Cl)c(C)cc1NC(=O)C1CCCN(c2ncnc3onc(-c4ccc(F)cc4)c23)C1 (stereo not drawn),11µM*
COc1ccc(S(=O)(=O)c2cn(Cc3ccccc3)c3cc(N4CCCC4)c(F)cc3c2=O)cc1,13µM*
Cc1csc(NC(=O)c2nc3c(o2)CCN(CCCc2ccccc2)CC3)n1,i
O=C1N2CCCC2CN1C1CCN(Cc2ccc(OC(F)(F)F)cc2)CC1 (stereo not drawn),-1%
Cn1cc(C(=O)N2CCN(c3cccc(C(F)(F)F)c3)CC2)c2c3ccccc3n(C)c2c1=O,?
O=C(Nc1ccc(Cl)nc1)c1ccn2nccc2c1,-14%[44.1 µM]
CCOc1ccccc1NC(=O)C1CCN(S(=O)(=O)c2ccc3c(c2)CCCN3C(C)=O)CC1,?
COc1ncccc1-c1cc2c(nc1OC)nc(CCc1ccccc1)n2C,i
COc1ccccc1-c1cc([C@H]2CN3CC[C@H]2C[C@@H]3COC(=O)Nc2ccc(C(C)(C)C)cc2)n(C)n1,?
COCc1nc(C2CCN(C(=O)CCc3c[nH]c4ccccc34)C2)no1 (stereo not drawn),?
O=c1n(-c2ccc(C(F)(F)F)cc2)nc2n1CCN(Cc1cccc3ccccc13)C2,-11%&9%
Cc1ccccc1OCc1ccc(-c2nc(C#N)c(NCc3cccnc3)o2)o1,-24%
COc1cccc(NC(=O)O[C@@H]2CC[C@]3(C)[C@H](CC[C@H]4OC(=O)C[C@H]43)[C@]2(C)CO)c1,?
O=S(=O)(c1ccc(Cl)cc1)c1nc(-c2cccs2)oc1SCc1ccc(F)cc1,?
C=CCN1CCC2(CCC1=O)CN(Cc1ncc[nH]1)CCN2C (stereo not drawn),2%
O=C1CCN(C(=O)C2CCN(C(=O)COc3ccccc3)CC2)CCCCCCN1,-2%
COc1ccc(CNC(=O)Cn2c(SCC(=O)N(C)c3ccccc3)nc3ccccc32)cc1,?
Oc1ccccc1CN1CCOC[C@H]1c1ncc(-c2ccccc2)[nH]1,-25%[44.1 µM]
O=C(Nc1ccc(Cl)cc1)N1CCCN(c2nc3ncccc3o2)CC1,i
COc1ccc(-c2nnc(C[C@@H]3C[C@@H](C(C)C)[C@H](CNCc4cccnc4)C=C3C)o2)cc1,?
COc1ccc(C(=O)N2C[C@@H]3C[C@H](C2)c2c(NC(=O)Nc4ccccc4)ccc(=O)n2C3)cc1,-7%
CC1(C(=O)NC2COC2)CN(Cc2ccccc2)Cc2ccc(Nc3ccccc3)nc21 (stereo not drawn),?
CC(C)OCCCNC(=O)c1ccc(Cn2c(=O)c3cccn3c3cccnc32)cc1,14%
COc1cccc(C(=O)NC2CCN(c3cc(-c4ccc(Cl)cc4)[nH]n3)CC2)c1,-3%
O=C(Nc1cccc(C(F)(F)F)c1)C1CCN(c2nnc(-n3cccc3)s2)CC1,i
Cc1ccccc1CN1C(=O)c2ccccc2Sc2ccc(C(=O)N3CCOCC3)cc21,31%
Cc1cccc(C)c1OCc1cc(C(=O)N2CCCC(C(=O)c3nccn3C)C2)no1 (stereo not drawn),?
Cc1ccccc1NC(=O)c1nc(-c2ccncc2)no1,-3%
COc1cc(OC)c(C(=O)N2CCCC[C@H](N(C)C)C2)cc1OC,-2%
COc1ccnc(N2CCN(CC3(O)CCCNC3)CC2)n1 (stereo not drawn),-20%
NC(=O)CNC(=O)[C@@]1(O)C[C@@H](O)[C@H](O)[C@@H](NC(=O)Nc2ccc(OC(F)(F)F)cc2)C1,-14%
COc1ccc(-c2onc(C)c2C)cc1S(=O)(=O)NCc1ccc(Br)cc1,24%
CSc1cccc(NC(=O)Cn2c(-c3cccc(Cl)c3)nc(C)c(CCO)c2=O)c1,?
CCN1CCN(CCCNC(=O)c2cnn(-c3ccccc3)c2C2CCN(C(=O)OC(C)(C)C)CC2)CC1,-29%
O=C(Nc1cccc(-c2nnc3n2CCCC3)c1)c1ccc(F)cc1,?
CC(C)CCNC(=O)c1cnc2c(c1)N(C(=O)Cc1ccc(C(C)C)cc1)CCC2,i
CCc1ccccc1N(C)C(=O)c1cn(-c2cccc(OC)c2)c(=O)c2ccccc12,?
COc1cccc(OC)c1Cn1nnc2c(=O)[nH]c(C3CCN(C(=O)c4ccccc4)CC3)nc21,?
COCCOCC(=O)N1CCCC(c2nc(-c3ccccc3)no2)CCNC(=O)CC1 (stereo not drawn),25%
COCCCNC(=O)c1ccc2nccn2c1,-1%[44.1 µM]
O=C(Cc1cccc(F)c1)NC1CCN(C(=O)N2CC3CC(C2)[C@H]2CCCC(=O)N2C3)CC1 (stereo partly drawn),14%
Cc1ccc(CNC(=O)N2CCCCCCN(C)C(=O)[C@@H]3CCC[C@@H]32)cc1,-10%
CN(CCc1noc(C2CN(C(=O)c3ccncn3)C2)n1)C(=O)C1CC1,12%
CNC(=O)N1CCC(C2CCN(C(=O)Cc3ccc(OC)c(Cl)c3)C2)CC1 (stereo not drawn),?
CNC(=O)N1CCC(C2CCN(S(=O)(=O)c3ccc(F)cc3)C2)CC1 (stereo not drawn),-20%
COc1ccc(C2CC(=O)N(Cc3cccc(C)c3)c3c2c(C)nn3-c2nc(C)cc(C)n2)c(OC)c1 (stereo not drawn),?
CC(C)Oc1ccc(CNC(=O)C2(Cc3cccnc3)CCCCC(=O)N2)cc1 (stereo not drawn),i
COc1ccc(-c2noc([C@@H]3CCCN3C(=O)c3ccccc3Cl)n2)cc1OC,-7%
CCOc1ccccc1CN1CC(CO)C2(CCNCC2)C1 (stereo not drawn),i
COc1cccc(-c2cc(C(=O)Nc3cc(Cl)ccc3O)on2)c1,1µM*
COCC1CN(C)CC12CCN(C(=O)COc1cccc(C)c1)CC2 (stereo not drawn),?
O=C(CO[C@H]1CN(Cc2ccc(C(=O)O)cc2)C[C@H]1F)Nc1ccccc1O,-3%[44.1 µM]
CCCNC(=O)C(NC(=O)c1ccccc1C)C1CCN(C(=O)C2CCCC2)CC1 (stereo not drawn),-17%

Further entries.
Compound,Pf Dd2 inh
O=C(NC1CCCc2c1cnn2-c1ccc(F)cc1F)c1c(F)cccc1Cl (stereo not drawn),-24%
CCOc1ccc(NC(=O)C2CCN(c3nnc(-n4c(C)ccc4C)s3)CC2)cc1,?
COCCCNc1nccc(C2(c3ccccc3Cl)CCNCC2)n1,?
Cc1cc2nc(-c3ccc(OCc4ccccc4F)cc3)cc(C(F)(F)F)n2n1,-24%
Cn1cc(C(=O)N2CC[C@@](C)(O)[C@@H](O)C2)c2ccccc21,-3%
COc1ccc(NC(=O)N2CCC(OCCOc3cccnc3)CC2)cc1,-29%
Cc1ccc(C)c(NC(=O)Cn2c(C)cc3nc4n(c(=O)c32)CCCC4)c1,i
O=C(Nc1ccc(Cl)cc1)N1CCC(c2nnc3n2C(C(=O)N2CCOCC2)CC3)CC1 (stereo not drawn),88%[activator]
COCc1nc(C2CC(NC(=O)c3cc(Cl)cn3C)C2)cc(=O)[nH]1 (stereo not drawn),-19%
O=C1NCC2(CCCN(C(=O)c3cnc4c(O)cccn4c3=O)C2)O1 (stereo not drawn),-16%
Cc1ccc(NC(=O)c2cccc3c(=O)c4c([nH]c23)CCCC4)c(C)c1,?
O=C(c1ccc2c(c1)OCO2)N1CCCN(c2cc(-c3ccc(Br)cc3)[nH]n2)CC1,i
O=S(=O)(NC[C@H]1O[C@@H](CO)[C@@H](O)[C@H]1N1CCN(c2ccccn2)CC1)c1ccc(Cl)cc1,i
CCC1=Nc2cc(C(=O)NCc3ccccc3OC)ccc2Sc2ccc(Cl)cc21,?
O=C(c1ccccc1F)N1CCCC2(CC(c3cccc(C(F)(F)F)c3)=NO2)C1 (stereo not drawn),?
CCOc1ccc(NC(=O)c2c(NC(=O)Cc3ccccc3)sc3c2CCC(C)C3)cc1 (stereo not drawn),?
O=C(NCc1ccc(F)cc1)c1nc(-c2cccnc2)c2ccccn12,?
CCc1cc2c(cc3c(=O)n(CC(=O)N4CCC(C)CC4)nc(CC)n32)s1,-21%
CCOCCCNC(=O)c1ccc(NC(=O)N2CCCCc3ccccc32)cc1,11%
O=C(NCCOc1ccccc1)c1cnc2c(c1)N(C(=O)Cc1ccc(O)cc1)CCC2,?

An excerpt from above in order of number of heavy atoms, high to low.
Compound,Pf Dd2 inh
COc1ccc(S(=O)(=O)c2cn(Cc3ccccc3)c3cc(N4CCCC4)c(F)cc3c2=O)cc1,13µM*
O=C(Nc1ccc(Cl)cc1)N1CCC(c2nnc3n2C(C(=O)N2CCOCC2)CC3)CC1 (stereo not drawn),88%[activator]
CCOc1ccc(NC(=O)C2CCN(c3nnc(-n4c(C)ccc4C)s3)CC2)cc1,?
CC(C)Oc1ccc(CNC(=O)C2(Cc3cccnc3)CCCCC(=O)N2)cc1 (stereo not drawn),i
O=C(NCc1ccc(F)cc1)c1nc(-c2cccnc2)c2ccccn12,?
COc1cccc(-c2cc(C(=O)Nc3cc(Cl)ccc3O)on2)c1,1µM*

(listing goes on)
Compound,Pf Dd2 inh
COc1cccc(CN2c3ccccc3-c3nc(SCC(=O)Nc4ccccc4Cl)ncc3S2(=O)=O)c1,?
CCC(C)NC(=O)c1ccc(Cn2c(=O)c3cccn3c3cccnc32)cc1 (stereo not drawn),-10%
Cc1cccc(CSc2nc(-c3cccc(C)c3)nc3c2Cc2c(CO)cnc(C)c2O3)c1,?
CCOc1cc(C(=O)Nc2ccc3oc(-c4ccc(CC)cc4)nc3c2)cc(OCC)c1OCC,?
Cc1ccccc1C(=O)NC1CCCN(c2cc(-c3ccc(F)cc3)[nH]n2)C1 (stereo not drawn),i
CCOc1ccc(NC(=O)CN2C(=O)CC(C)Sc3ccccc32)cc1 (stereo not drawn),-17%
O=c1[nH]nc2n1CCN(C1CCSCC1)CC2,i
O=C(C1CCC1)N1CCC2(CC1)NCCc1c2[nH]c2ccccc12,-2%
COc1cccc(CCC(=O)N2CCC(C3CCNC3)CC2)c1 (stereo not drawn),11%
CCN1CCN(CCCNC(=O)C2N(c3ccc(OC)cc3)C(=O)C23CCCCC3)CC1 (stereo not drawn),?
COc1ccc(NC(=O)CN2C(=O)NC3(CCC(C(C)(C)C)CC3)C2=O)c(OC)c1 (stereo not drawn),-9%
O=C1NCc2ccccc2CC12CCCCN2CC1CCOCC1 (stereo not drawn),-24%
O=C(NCc1nc2c(s1)CCCC2)C1NCCc2[nH]cnc21 (stereo not drawn),-3%
Cc1ccc(N(C)C(=O)Cn2cnc3onc(-c4ccc(F)cc4)c3c2=O)cc1C,?
Cc1ccsc1C(=O)NC1CCCN(c2cc(-c3ccccc3)[nH]n2)C1 (stereo not drawn),?
CC(NC(=O)C(=O)Nc1c2c(nn1-c1ccc(F)cc1)CSC2)c1ccccc1 (stereo not drawn),?
COc1ccc(Cn2ccc3nc(C)c(C(=O)N4CCN(c5ccc(OC)cc5)CC4)cc3c2=O)cc1,?
O=C(NCc1ccc(F)cc1)C1CCc2sc(C(=O)N3CCCC3)cc2C1 (stereo not drawn),?
COc1ccc(OC2CN(S(=O)(=O)c3c(C)noc3C)C2)cc1,10%
CC(=O)c1ccc(NC(=O)c2nc3ccccc3n(C)c2=O)cc1,-9%
CCn1c2c(c(=O)n1-c1ccccc1)CCN(C(=O)C1CCC1)C2,27%[44.1 µM]
CN1CCC(N2CCN(S(=O)(=O)c3cccc(F)c3)CC2)C1=O (stereo not drawn),9%
COC(=O)CNC(=O)c1cc(-c2cccc(C(F)(F)F)c2)c2nncn2n1,9%
CCOC(=O)c1cnc2c(C)c(Cl)ccc2c1NCCc1ccc(OC)c(OC)c1,i
COCCN1CCNc2nc(COc3ccc(CN(C)C)cc3)n(Cc3ccccc3)c2C1=O,i
O=C(NCc1cccc(F)c1)c1cnc2c(c1)N(C(=O)Cc1ccc(O)cc1)CCC2,?
CC(C)CCN1CCCC2(CC(c3ccccn3)=NO2)C1 (stereo not drawn),0%[44.1 µM]
COc1nccnc1NC1CCN(C(=O)c2cnn3cccnc23)CC1,22%[5.79 µM]
O=C(COc1ccccc1)NCc1ccc2c(c1)CCN2C(=O)c1ccc(F)cc1,i

Assay outcomes deposited in PubChem by National Center for Advancing Translational Sciences (NCATS).
